OX1R antag-1 – antagonists of human orexin 1 receptor (OX1R) | O43613 | OX1R-expressing cells, FRET antagonist read-out | inhibition, % at 6.6 µM | hit rate 1.8% among 330,000 | AID 485270; in the data active = inhibition mostly above about 38%, no sharp cut-off; inactive = mostly below about 40%;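 also: 0% = agonist challenge alone and 100% = reference antagonist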
Target sequence (O43613 whole entry, looked up): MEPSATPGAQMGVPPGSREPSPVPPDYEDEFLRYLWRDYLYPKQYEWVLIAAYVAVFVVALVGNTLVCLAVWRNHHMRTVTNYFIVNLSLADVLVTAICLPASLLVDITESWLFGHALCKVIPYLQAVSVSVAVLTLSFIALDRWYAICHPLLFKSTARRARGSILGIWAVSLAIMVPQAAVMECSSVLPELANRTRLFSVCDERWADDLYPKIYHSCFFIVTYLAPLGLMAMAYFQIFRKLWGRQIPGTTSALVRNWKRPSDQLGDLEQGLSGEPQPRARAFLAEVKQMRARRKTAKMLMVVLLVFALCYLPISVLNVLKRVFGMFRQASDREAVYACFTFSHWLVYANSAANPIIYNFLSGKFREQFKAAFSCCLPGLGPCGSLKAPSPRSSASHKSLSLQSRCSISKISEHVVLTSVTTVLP
OX1R antag-2 – human HCRTR1 antagonism; O43613; CHO/OX1R cells, Fluo-8 calcium fluorescence, orexin A; AID 434989; inhibition, % at 5 µM; hit rate 0.43% among 330,000;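 active = inhibition above its plate's threshold, mean inhibition of all tested compounds on the plate plus 3 SD, cut at about 37% in these data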;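 also: 0% = orexin A challenge wells and 100% = SB-334867-A antagonist wells; not every result past the cut was called active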
Starred values were filed as active, the others as inactive.

structure	OX1R antag-1	OX1R antag-2
CCOc1ccc2c(C)c(C)c(=O)oc2c1OCC	12	-16
CCc1ccccc1NC(=O)CN(C)Cc1nc(N)nc(Nc2ccccc2C)n1	45	-23
CCOC(=O)c1cc(C(C)(C)C)oc1CNC(=O)c1c(C)oc2c1CCCC2	4	-44
C/C(=N\O)C(=O)NCc1ccccn1	1	-15
COC(=O)Cc1cc(=O)n2[nH]c(C)c(-c3ccccc3)c2n1	8	-14
CNC(=O)c1sc(SC)cc1-c1ccc(Cl)cc1	27	-23
c1ccc(-c2nc(-c3ccccn3)no2)cc1	0	-2
Cn1ncc2c(Nc3cccc4ccccc34)ncnc21	6	-3
COc1ccc(NC(=O)CSc2nc3ccccc3c(=O)n2Cc2cccs2)c(OC)c1	12	-25
CCOc1ccc(S(=O)(=O)NCC2CCCO2)c2cccnc12 (configuration not stated)	16	-17
O=C(CCNc1ccc(F)c(Cl)c1)c1ccco1	13	-3
COc1ccc(C(=O)N=c2sc3c(C)ccc(OC)c3n2C)cc1	6	-28
CC1Nc2ccccc2C(=O)N1NS(C)(=O)=O (configuration not stated)	8	0
O=C1c2cccnc2C(=O)N1c1ccccc1-c1ccccc1	19	7
Cc1ccc(S(=O)(=O)Oc2ccc(/C=C3\C(=N)N4N=C(S(C)(=O)=O)SC4=NC3=O)cc2)cc1	23	2

structure	OX1R antag-1	OX1R antag-2
Cn1c2ccccc2c2c(C(=O)N3CCN(C(=O)c4ccco4)CC3)cn(C3CCCCC3)c(=O)c21	8	-47
CC(NC(=O)c1cccc(S(=O)(=O)N2CCN(C)CC2)c1)C1CC2CCC1C2 (configuration not stated)	16	-36
COc1cccc(CNC(=O)CCC2CCCN(C(=O)Cc3ccccc3F)C2)c1 (configuration not stated)	26	-16
Cc1ccc(Oc2ccc(-c3nc(N)nc(N)n3)cc2)cc1C	19	-10
O=P(O)(Cc1ccccc1)Cc1ccccc1	11	-2
COc1ccc(-c2noc(N3CCC(C(=O)NC(C)c4ccccc4)CC3)n2)cc1 (configuration not stated)	4	-7
CCN(CC(=O)NCc1cccs1)C(=O)CN(C)S(=O)(=O)c1ccc(C)cc1	9	-11
CC(C)n1c(C(O)c2ccccc2)nc2ccccc21 (configuration not stated)	2	-14
CC(C)CCC(C(=O)O)C(C)CC(=O)NC1CCCCC1 (configuration not stated)	3	-12
CC(C)OCCCNc1ncnc2c1[nH]c1ccccc12	27	0
CCOc1ccccc1CN1CCNC(=O)C1CC(=O)NCCN1CCOC1=O (configuration not stated)	3	-2
O=C(CN(c1ccc(F)cc1)S(=O)(=O)c1ccc2c(c1)OCCO2)NCc1cccnc1	7	-22
Cc1ccc(N2C(=O)C3CCC(c4ccccc4)CC3C2=O)cc1 (configuration not stated)	23	-17
Nc1ccc2cn[nH]c2c1	9	-6
C=C(C)COc1ccc2c(C)c(C)c(=O)oc2c1OCC(=C)C	15	-29

3 compounds drawn at random from those above:
structure	OX1R antag-1	OX1R antag-2
c1ccc(-c2nc(-c3ccccn3)no2)cc1	0	-2
CC(C)CCC(C(=O)O)C(C)CC(=O)NC1CCCCC1 (configuration not stated)	3	-12
CC1Nc2ccccc2C(=O)N1NS(C)(=O)=O (configuration not stated)	8	0

(list continues)
structure	OX1R antag-1	OX1R antag-2
Cc1nnc2sc(-c3cccc4ccccc34)nn12	17	-14
Cc1cc(=O)n2[nH]c(C)cc2n1	6	-4
COc1cc(-c2cc(-c3ccccc3)nc(SCC(=O)Nc3nccs3)c2C#N)cc(OC)c1OC	30	-20
O=C(CCCCCn1c(=O)[nH]c2ccsc2c1=O)N1CCCCC1	17	-9
COc1cc2ncnc(NCc3ccccc3Cl)c2cc1OC	17	-13
O=C(C1=C[C@H](c2ccc3c(c2)OCO3)C[C@H](OCCCCO)O1)N1CCN(Cc2ccc3c(c2)OCO3)CC1	9	-33
CCN(CC)c1ccc(/C=N/NS(=O)(=O)c2ccc(C)c([N+](=O)[O-])c2)cc1	11	-16
COC(=O)c1[nH]c2cc(OC)ccc2c1NC(=O)CCN1CCCCC1	9	-18
O=C(NCc1cccc(C(F)(F)F)c1)C1CC(c2ccccc2[N+](=O)[O-])=NO1 (configuration not stated)	42	-15
COc1ccc(CCN2CC(O)=C(c3nc(C)cs3)C2=N)cc1OC	5	1
CCN(CC(=O)Nc1ccc(NC(C)=O)cc1)C(=O)CCCOc1cccc(C)c1	13	-10
CC(=O)c1ccc(N2CCN(Cc3nc(Cc4ccccc4)no3)CC2)cc1	20	-34
COCCCNC(=O)C1CCN(c2ccc(N3CCOCC3)nn2)CC1	21	-9
CCOC(=O)CC(NS(=O)(=O)c1ccc(NC(C)=O)cc1)c1ccc(OCC)cc1 (configuration not stated)	7	-14
Cc1cccc(NC(=O)[C@H](C)NC(=O)[C@@H]2Cc3ccccc3CN2C(=O)OC(C)(C)C)c1	27	-22

structure	OX1R antag-1	OX1R antag-2
CCCCn1c(N)c(N(CC)C(=O)c2cccs2)c(=O)[nH]c1=O	4	4
Cc1cc(O)c(C(C[N+](=O)[O-])c2ccc(Cl)cc2)c(=O)o1 (configuration not stated)	14	-15
CCOC(=O)C1=C(C)N(CCCCCC(=O)O)C(=O)NC1c1ccc([N+](=O)[O-])cc1 (configuration not stated)	16	-8
O=C(C1CCN(S(=O)(=O)c2ccc(Cl)cc2)CC1)N1CCN(c2ccccn2)CC1	8	2
CCC(C(=O)N1CCN(c2ccccn2)CC1)n1nc(C)n2c(cc3occc32)c1=O (configuration not stated)	9	-33
CCC1CCCCN1C(=O)c1cc(-c2ccc(Cl)c(Cl)c2)on1 (configuration not stated)	2	-44
O=C(Nc1ccc(Cc2ccncc2)cc1)c1ccc(Br)o1	22	-20
COc1ccc([C@@H]2[C@@H]3C(=O)N(C(C)(C)C)C(=O)[C@@H]3[C@]3(Cc4ccc(Cl)cc4)C(=O)N(c4cccc(F)c4)C(=O)N23)cc1	14	-9
COc1ccc(NC(=O)COc2ccc3c(c2)CCC3)cc1	8	-19
O=c1[nH]c(C2CCN(S(=O)(=O)c3cccc([N+](=O)[O-])c3)CC2)nc2c1nnn2Cc1ccccc1	6	-1
S=c1nc(C2CCCCC2)n(-c2ccccc2)[nH]1	6	-5
CCOc1ccc(CC(=NCCc2ccccc2)C2=C(O)CC(C)(C)CC2=O)cc1OCC	-6	-27
c1ccc2c(c1)nc(NCC1CCCO1)c1nnnn12 (configuration not stated)	5	-22
Nc1ccc([N+](=O)[O-])cc1C(=O)NNC(=O)c1ccco1	35	-6
O=S(=O)(Nc1ccc(Cl)cc1)c1ccc(N2CCOCC2)c(NC(=S)NCCN2CCOCC2)c1	-8	-24

structure	OX1R antag-1	OX1R antag-2
CCC(=O)OCCn1c(=O)c2cc3c(=O)n(CCOC(=O)CC)c(=O)c3cc2c1=O	19	-2
COc1ccc(/C=N/NC(=O)CNc2ccc(Br)cc2)c(C(=O)O)c1OC	1	-12
COc1ccccc1C/C(N)=N/OC(=O)c1ccc(C)c([N+](=O)[O-])c1	2	-28
COc1ccc(NC(=O)c2nc(C)n(-c3ccc([N+](=O)[O-])cc3)n2)cc1	107*	-11
CCOc1ccc(OCCC(=O)N2CCN(S(=O)(=O)c3ccc(F)cc3)CC2)cc1	7	-20
C=CCOc1c(CNc2ccc(C(=O)O)cc2)cccc1OC	11	-6
O=C(Nc1ccccc1Br)c1c(F)cccc1Cl	17	-17
COc1ccc(NS(=O)(=O)c2ccc(F)cc2F)cn1	7	-22
O=C(CNC(=O)c1ccco1)Nc1ccc(N2CCCCCC2)cc1	8	-16
COc1ccc(N2CCN(C(=O)c3cc4c(s3)CCCCC4)CC2)cc1	2	-27
CCOC(=O)C1C(c2cccnc2)NC(=O)NC1(O)C(F)(F)F (configuration not stated)	32	-17
COc1ccc(S(=O)(=O)N(C)CC(=O)N2CCCC2)cc1OC	-8	-15
COCCNC(=O)CN(Cc1ccc(OC)cc1)C(=O)CCC(=O)Nc1nccs1	14	-9
COc1cccc(CN2CC(C(=O)NC3CCC3)CCC2=O)c1 (configuration not stated)	7	0
O=C(c1ccc(CNS(=O)(=O)c2cccc(Cl)c2)cc1)N1CCCCC1	28	-11

structure	OX1R antag-1	OX1R antag-2
COc1cc(SC)ccc1C(=O)Nc1ccc2c(c1)CCN2S(C)(=O)=O	10	-4
COc1ccc(CN2[C@@H](CC(=O)O)c3cc(C(F)(F)F)ccc3S2(=O)=O)cc1	26	-14
CC1CCCCN1Cc1c(O)ccc2c(=O)c(-c3ccccc3)coc12 (configuration not stated)	-2	-24
O=C(N/N=C\c1ccc([N+](=O)[O-])o1)c1cncc(Br)c1	32	-5
CC(C)n1c(S(=O)(=O)O)nc2ccccc21	22	-15
CC1=C(C(=O)NC2CCCCC2C)C2(CCC(C)CC2)OC1=O (configuration not stated)	3	-30
O=C(Oc1coc(CSc2nnc(NC(=O)C3CC3)s2)cc1=O)c1c(F)cccc1F	17	-17
CCc1ccc(NC(=O)NCC2CCN(c3ccc(OC)cc3)C2)cc1 (configuration not stated)	14	-24
CC1CCCCC12NC(=O)N(CC(=O)N1CCN(S(=O)(=O)Cc3ccccc3)CC1)C2=O (configuration not stated)	-5	-2
Cn1c(N)c(C(=O)COC(=O)C2=NNC(=O)CC2)c(=O)n(C)c1=O	4	6
Cc1nn(CC(=O)NCCCc2ccccc2)c(=O)c2cccn12	12	-30
c1ccc(-n2cnnc2SCc2cn3cccnc3n2)cc1	12	4
Cc1ccc(-c2nc3ncccc3o2)cc1NC(=O)c1cc2ccccc2o1	-2	-24
CCCCC(=O)Nc1sc2c(c1C#N)CC(C)(C)OC2	12	6
O=C(N/N=C/c1cc(Br)ccc1O)Nc1ccccc1	13	11

Shown field by field: part of the list above
Molecule: CC1CCCCC12NC(=O)N(CC(=O)N1CCN(S(=O)(=O)Cc3ccccc3)CC1)C2=O (configuration not stated)
- OX1R antag-1 = -5
- OX1R antag-2 = -2
Molecule: Cn1c(N)c(C(=O)COC(=O)C2=NNC(=O)CC2)c(=O)n(C)c1=O
- OX1R antag-1 = 4
- OX1R antag-2 = 6

Next section
structure	OX1R antag-1	OX1R antag-2
CC(C)Cn1c(N)c(C(=O)CSc2ccccc2)c(=O)n(C)c1=O	15	13
O=C(COc1ccc(F)cc1Cl)Nc1ccccc1C(=O)N1CCCCC1	25	-35
CCN(CC)C1CCN(Cc2cn[nH]c2-c2ccc(OC)c(F)c2)C1 (configuration not stated)	22	-18
CCc1ccc(N2C(=O)Cc3c2nc(N)c(C#N)c3N)cc1	18	-10
C[C@@H]1[C@@H](Sc2ccccc2)CC(=O)O[C@@H]1c1ccc(-c2ccccc2)cc1	10	-39
CCOC(=O)c1cnc(-n2nc(C)cc2C)nc1NCc1ccccc1	29	-26
COc1cc(NC(=O)c2ccc(NC3=NC4CS(=O)(=O)CC4S3)cc2)cc(OC)c1OC (configuration not stated)	7	-1
Cc1cccc(C)c1N(CC(=O)NN=C1CCCCCC1)S(C)(=O)=O	20	-17
COc1ccc(F)c(CN(C)CC2CCCN(CCc3ccc(F)cc3)C2)c1 (configuration not stated)	8	-36
CCN(CC)C(=O)Cn1cc(/C=C(\C#N)C(=O)NC2CC2)c2ccccc21	15	-26
O=C(CSc1ccccc1C(=O)O)NCc1ccc(Cl)cc1	15	-6
CCOC(=O)C1(CC2CCCCO2)CCN(Cc2nc(-c3cccs3)oc2C)CC1 (configuration not stated)	8	-12
Cc1ccc(Oc2c(C=O)c3ccccc3n2C)cc1	34	-26
CCn1nc(NC(=O)c2cccnc2)c2cc3ccccc3nc21	8	-13
COc1ccccc1C(=O)Oc1cc(C)[nH]c(=O)c1[N+](=O)[O-]	17	10

structure	OX1R antag-1	OX1R antag-2
CC(C)Sc1nc2c(c(=O)[nH]c(=O)n2C)n1CCc1ccccc1	3	-3
COc1ccccc1N(Cc1ccccc1)S(=O)(=O)c1cccc(C(=O)Nc2ccccn2)c1	33	-11
CCOCCCNC(=O)C1CCC(CNS(=O)(=O)c2ccc(OC)cc2)CC1 (configuration not stated)	3	6
Cc1ccc(C(=O)N2CCN(C)CC2)cc1S(=O)(=O)N1CCCCCC1	32	-18
Cc1cccc(OCC(O)Cn2c(N3CCCCC3)nc3c2c(=O)n(C)c(=O)n3C)c1 (configuration not stated)	12	-12
O=[N+]([O-])c1ccccc1S(=O)(=O)N1CCN(c2ccc(F)cc2)CC1	10	-14
O=C(NCc1ccccc1)/C(=C\c1ccc(O)cc1)NC(=O)c1ccco1	18	-17
O=C(Nc1ccc(COc2ccccc2)cc1)Oc1ccccc1N1CCOCC1	0	2
COc1ccc(C(N)c2nccc3cc(OC)c(OC)cc23)cc1OC (configuration not stated)	73*	-41
O=C(Nc1ccc(N2CCN(C(=O)c3ccco3)CC2)cc1)c1ccc([N+](=O)[O-])cc1Cl	23	-12
COc1ccc(N(CC(=O)NN=C2CCCCCCC2)S(=O)(=O)c2ccccc2)cc1	8	-38

Ordered by value in OX1R antag-2 (largest number first): 3 of the compounds above
smiles	OX1R antag-2
CCOCCCNC(=O)C1CCC(CNS(=O)(=O)c2ccc(OC)cc2)CC1 (configuration not stated)	6
O=C(Nc1ccc(COc2ccccc2)cc1)Oc1ccccc1N1CCOCC1	2
CC(C)Sc1nc2c(c(=O)[nH]c(=O)n2C)n1CCc1ccccc1	-3

Compound activity from PubChem BioAssay.
